Screening results (PubChem)
TRPC6 inhibitor = inhibitors of mouse TRPC6 channel; Q61143; HEK293-TRPC6, membrane potential dye, ACh-evoked depolarization; stronger effect = lower value; B-score at 10 µM; 1.1% of 310,000 active;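 active means B-score under library mean minus 3 SD, initial fluorescence not abnormally high, positive integrated signal ratio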;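 further: B-score derived from integrated fluorescence ratio over the kinetic read; more negative B-score means stronger inhibition of depolarization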
TRPC4 inh = blocks the mouse TRPC4 cation channel | Q9QUQ5 | HEK293 TRPC4beta/mu-opioid, DAMGO-evoked Fluo4 calcium flux; stronger effect = lower value | B-score at 10 µM | 0.39% of 300,000 active | AID 2247;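 active means B-score over 3 SD under the library average, no early fluorescence shift, positive overall ratio signal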
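Assay system: TRPC4beta/mu-opioid receptor HEK293 cell line; compound dosing: single concentration per test compound; detection: Fluo4 Ca2+ flux fluorescence; evaluation: per-well B score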
Platelet DG rel = modulates dense granule release in human platelets; human platelet-rich plasma, SFLLRN dense granule ATP release, luminescence; inhibition, %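 (compounds screened at 7.5 µM in platelet-rich plasma)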; 0.22% of 300,000 active; AID 1663;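 active means mean replicate score, as percent of positive control, at or above 50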
HIF activator = HIF pathway transcriptional activation. U2OS HRE-luciferase reporter, luminescence; normalized: DMSO 0%, desferrioxamine 100%. activation, % at 7.5 µM (by protocol). 0.32% of 300,000 active. AID 1910;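 active means mean activation of at least 10% of the iron chelator positive control signal, with at least half of replicates also reaching 10%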
TRPC6 act = activators of mouse TRPC6 channel; B-score at 10 µM; HEK293-TRPC6 membrane potential dye fluorescence; stronger effect = higher value; Q61143; 0.13% of 310,000 active; AID 2550;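 active means B-score of the integrated fluorescence ratio above library mean plus 3 SD, and starting fluorescence ratio within library mean plus 5 SD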;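 further: higher score means more depolarization so channel activation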
MrgX1 PAM = human MrgX1 positive allosteric modulation, primary screen. Q96LB2. MrgX1-HEK293, Fluo-4 calcium flux, FDSS; stronger effect = higher value. B-score at 10 µM. 0.63% of 310,000 active. AID 588675;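 active means plate-corrected calcium response at least 3 library SD above typical, normal starting fluorescence, not activating the receptor alone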;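 further: compound read alongside a low EC10 to EC30 dose of BAM8-22 agonist; peak minus trough fluorescence over baseline measured at the second addition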
Target sequence (Q96LB2 whole entry, looked up): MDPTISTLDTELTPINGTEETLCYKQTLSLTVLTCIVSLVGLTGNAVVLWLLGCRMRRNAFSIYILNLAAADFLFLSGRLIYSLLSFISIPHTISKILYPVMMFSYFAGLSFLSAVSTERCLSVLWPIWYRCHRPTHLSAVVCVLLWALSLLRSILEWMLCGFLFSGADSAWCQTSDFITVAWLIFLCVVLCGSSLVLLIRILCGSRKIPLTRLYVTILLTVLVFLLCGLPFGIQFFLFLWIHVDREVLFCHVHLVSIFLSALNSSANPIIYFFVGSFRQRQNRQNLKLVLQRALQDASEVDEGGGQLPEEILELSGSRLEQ
RGS4 block = inhibitors of human RGS4; P49798; HEK293 M3R/RGS4 inducible, Fluo-4 calcium flux; stronger effect = higher value; triggered by carbachol at its EC20; B-score at 10 µM; 0.45% of 310,000 active;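 active means B-score, a plate-corrected calcium signal, over three deviations above library mean, with baseline fluorescence within five deviations of library mean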;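 further: RGS4 expression induced by doxycycline in cells with stable M3 receptor; B-score is computed from the integrated fluorescence ratio over baseline after carbachol; higher B-score means a larger calcium signal and so more RGS4 inhibition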
Target sequence (P49798 whole entry, looked up): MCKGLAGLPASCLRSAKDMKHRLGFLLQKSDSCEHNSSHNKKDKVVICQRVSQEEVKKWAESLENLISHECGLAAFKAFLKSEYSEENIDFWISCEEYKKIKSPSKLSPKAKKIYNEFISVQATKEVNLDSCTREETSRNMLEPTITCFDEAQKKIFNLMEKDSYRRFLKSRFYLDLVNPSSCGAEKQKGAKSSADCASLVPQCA
SKKanGAS inh = inhibitors of SKKanGAS S. pyogenes growth in kanamycin (SK-promoter or general growth effect); inhibition, % at 7.5 µM; BacTiter-Glo, 6 h; AID 1662; 1.3% of 300,000 active;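 active means mean replicate score, as percent of positive control median, at least 50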;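 further: strain carries kanamycin resistance gene driven by streptokinase promoter and grows in 40 µg/ml kanamycin; loss of luminescence reflects streptokinase promoter inhibition or plain growth inhibition; 0% = median of DMSO wells and 100% = positive control at its reference dose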
MrgX1 antag = antagonists of human MrgX1 receptor. Q96LB2. MRGX1-HEK293 calcium flux, Fluo-4, BAM8-22 antagonism; stronger effect = lower value. B-score at 10 µM. 1.3% of 310,000 active. AID 588676;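 active means calcium-response B-score plate-corrected more than 3 library SD below zero, starting fluorescence within 5 deviations, no agonist response on first addition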;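 further: peak minus trough fluorescence over baseline after final BAM8-22 challenge near maximal dose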
MrgX1 ag = human MrgX1 receptor agonism, primary screen | B-score at 10 µM | 0.44% of 310,000 active | Q96LB2 | MrgX1-HEK293 cells, Fluo-4 calcium fluorescence, agonist mode; stronger effect = higher value | AID 588627;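 active means calcium response B-score plate-corrected fluorescence ratio at least 3 library SD, with starting fluorescence B-score inside 5 SD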
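Test system: Stable human MrgX1 HEK293 cell line | Schedule: Overnight plating before 1 h dye loading | Read-out basis: Baseline-normalised fluorescence change ratio, B-scored | Detection: Kinetic calcium dye fluorescence, Fluo-4 NW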
RGS4 act = RGS4 potentiation or activation | HEK293 M3R/inducible RGS4, carbachol calcium flux Fluo4; stronger effect = lower value | B-score at 10 µM | 0.92% of 310,000 active | AID 463111;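 active means B-score of the integrated calcium signal more than 4 SD below the library mean, with starting fluorescence not abnormally high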;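 further: negative B-score means reduced calcium response which marks RGS4 activation or potentiation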
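System – HEK293 FlpIn-TREx cells, stable M3R, doxycycline-inducible RGS4 · Reagent – ECmax carbachol challenge · Times – compound preincubation 20 min at room temperature before agonist · Technique – Fluo4 fluorescence kinetic imaging of calcium · Measure – B score of integrated Fluo4 ratio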
Numbers without * were called inactive; i = inactive; . = no result given.

SMILES	TRPC6 inhibitor	TRPC4 inh	Platelet DG rel	HIF activator	TRPC6 act	MrgX1 PAM	RGS4 block	SKKanGAS inh	MrgX1 antag	MrgX1 ag	RGS4 act
Cc1ccc(S(=O)(=O)N[C@H](C(=O)OCn2nnc3ccccc3c2=O)C(C)C)cc1	i	i	5.1	0.2	i	i	i	-3.2	i	i	i
CCCOc1ccc(CNC(=O)CCC(=O)n2ncc3cc(C)ccc32)cc1	i	i	4.5	0.1	i	i	i	0.8	i	i	i
CCc1nc(N2CCN(C(=O)c3ccco3)CC2)c(C#N)c2c1COC(C)(C)C2	i	i	2.9	-0.8	i	i	i	-0.9	i	i	i
O=C(CCc1nc2ccccc2[nH]1)Nc1ccccc1	.	.	0.1	0.4	.	i	.	-3.7	i	i	.
CCOC(=O)N1CCC(NC(=O)C(Cc2ccccc2)NC(=O)C2CCCCC2)CC1 (centres undefined)	i	i	-5.1	-0.5	i	i	i	10.0	i	i	i
CC(C)=NNC(=O)CN1C(=O)NC2NC(=O)NC21 (centres undefined)	i	i	8.3	-0.4	i	i	i	1.7	i	i	i
CC(=O)N1c2ccccc2C(=O)OC1c1cccnc1 (centres undefined)	i	i	0.3	0.4	i	i	i	0.6	i	i	i
CCOC(=O)c1c(CSc2ccc(CC)cc2)oc2ccc(O)c(CN(C)C)c12	i	i	-6.6	0.7	i	i	i	0.9	-5.91*	i	i
CC(C)COc1ncnc2c1sc1nc3c(cc12)COC(C)(C)C3	i	i	-0.3	0.3	i	i	i	35.0	i	i	i
COc1cc(C2CC(c3cccs3)=NN2C(=O)CCl)ccc1OC(F)F (centres undefined)	i	i	-4.3	0.2	i	i	i	2.4	i	i	i
COc1ccc(N2CCN(Cc3nc(Cc4cccc(F)c4)no3)C(C)C2)cc1 (centres undefined)	i	i	-3.2	-0.2	i	i	i	2.4	i	i	i
Nc1nc(NCc2ccco2)nc(N2CCCC2)c1[N+](=O)[O-]	i	i	-54.8	0.1	i	i	i	3.7	i	i	i
COc1ccc(N(CC(=O)N/N=C/c2ccc(OC)cc2OC)S(=O)(=O)c2ccccc2)cc1	i	i	-1.7	0.5	i	i	i	4.4	i	i	i
CN(C)C(=O)c1c(C(F)(F)F)nn(C)c1Cl	i	i	7.1	0.0	i	i	i	-9.7	i	i	i
O=C(NNc1ccc([N+](=O)[O-])cc1)C12CC3CC(CC(C3)C1)C2	i	i	-2.7	0.0	i	i	i	3.5	i	i	i
O=C(N/N=C/c1oc(O)c2ccccc12)c1ccccc1O	i	i	-2.4	-0.1	i	i	i	-7.9	i	i	i
COc1ccc(CCN(C)Cc2ccc(C(=O)Nc3ccccc3)cc2)cc1OC	i	i	1.1	1.4	i	i	i	-4.7	i	i	i
Cc1ccc(C(=O)ON=C2CCN(S(=O)(=O)c3ccccc3)CC2)cc1	i	i	2.5	-0.3	i	i	i	-2.1	i	i	i
CCCN1C(=O)S/C(=C\c2ccc(N3CCOCC3)o2)C1=O	i	i	13.2	2.5	i	i	i	-10.1	i	i	i
Cc1ccc(N2CCN(c3ccc(C)cc3)C2c2ccncc2)cc1	i	i	2.9	0.5	i	i	i	3.4	i	i	i
NC(=O)c1ccc(C(F)(F)F)n(Cc2ccc(Cl)cc2)c1=O	i	i	21.0	-0.2	i	i	i	1.7	i	i	i
CC1CN(c2nc3c(c(=O)[nH]c(=O)n3C)n2Cc2ccccc2F)CC(C)O1 (centres undefined)	i	i	3.8	-0.3	i	i	i	-2.8	i	i	i
Cc1ccc(C(=O)N2N=C(c3ccc(NS(C)(=O)=O)cc3)CC2c2cccs2)cc1 (centres undefined)	i	i	-1.7	-1.0	i	i	i	15.9	i	i	i
O=C(Cn1ccc([N+](=O)[O-])n1)c1ccccc1	i	i	5.2	0.2	i	i	i	-7.6	i	i	i
Cc1ccc(S(=O)(=O)c2nnn3c2nc(NCCCN2CCCC2=O)c2ccccc23)cc1C	i	i	3.6	-0.6	i	i	i	10.8	i	i	i
COc1cc(/C=N/NC(=O)c2cc3c(ccc4ccccc43)o2)cc(OC)c1O	i	i	-2.5	0.5	i	i	i	6.4	i	i	-7.31*
CCn1cc(CN2CCC(n3nccc3NC(=O)Cc3ccccc3)CC2)c(C)n1	i	i	-11.8	-0.3	i	i	i	-0.1	i	i	i
Cc1ccccc1NC(=O)c1nnn(-c2ccc3c(c2)OCCO3)c1N	i	i	-7.2	1.9	i	i	i	7.7	i	i	i
Cc1cccc(C(=O)Nc2ncc(CN3CCOCC3)s2)c1	i	i	-0.2	0.0	i	i	i	4.8	i	i	i
CSc1nc(Nc2ccc(Cl)cc2)c(C#N)c(=O)[nH]1	i	i	-1.2	1.8	i	i	i	9.1	i	i	i
Cn1nnnc1SCc1nnc(-c2ccccc2Br)o1	i	i	-30.2	1.5	i	i	i	-0.4	i	i	i
CCOC(=O)c1nc(C)n(-c2cc(OC)c(Cl)cc2Cl)n1	i	i	-2.1	0.2	i	i	i	15.4	i	i	i
O=C(NC1CCCCCC1)C1C2C=CC3(CN(Cc4cccnc4)C(=O)C13)O2 (centres undefined)	i	i	-0.9	-0.3	i	i	i	0.9	i	i	i
CCC(=O)c1ccc(OCC(=O)OCC(=O)c2cc(C)n(C3CC3)c2C)cc1	i	i	2.0	0.2	i	i	i	2.1	i	i	i
COc1ccc(NC(=O)CSc2nnc(Cc3cccn3C)n2CCc2ccccc2)c(OC)c1	i	i	-12.7	0.0	i	i	i	-6.3	i	i	i
CCOc1ccc(N/C=C/C(=O)c2ccc(OC)cc2)c([N+](=O)[O-])c1	i	i	3.6	2.3	i	i	i	0.5	i	i	i
Cc1ccccc1Nc1ncnc2c1cnn2C	i	i	0.9	0.4	i	i	i	-2.8	i	i	i
CN(C)/C=C1/N=C(c2ccccc2)OC1=O	i	i	-7.2	0.7	i	i	i	2.8	i	i	i
O=c1cc(C(F)(F)F)[nH]c2ccc(OC(F)(F)F)cc12	-7.12*	i	0.9	1.1	i	i	i	24.0	i	i	i
C/C(=N\NC(=O)CSCc1ccc([N+](=O)[O-])cc1)c1ccccc1	i	i	-2.6	0.1	i	i	i	-3.9	i	i	i
COc1ccc(-c2cc(C(F)F)n3ncc(C(=O)Nc4ccc(C(=O)N5CCOCC5)cc4)c3n2)cc1	i	i	-2.6	-0.2	i	i	i	32.9	i	i	i
CCc1nnc(NC(=O)CN2CCN(c3ccccc3F)CC2)s1	i	i	4.4	-0.8	i	i	i	-0.5	i	i	i
CN(c1ccccc1C(=O)O)S(=O)(=O)c1ccc2[nH]c(=O)[nH]c2c1	i	i	1.9	0.7	i	i	i	5.6	i	i	i
O=C(c1cc2ncc(Br)cn2n1)N1CCOCC1	i	i	4.1	-1.6	i	i	i	-2.5	i	i	i
CN(C1CCCCC1)S(=O)(=O)c1ccc2c(c1)c(=O)c(C(=O)N1CCc3ccccc3C1)cn2C	i	i	-3.9	0.1	i	i	i	1.6	i	i	i
COc1ccc(N2C(=O)CC3(CCCC3)CC2=O)cc1	i	i	-0.9	-0.2	i	i	i	0.2	i	i	i
COCc1nc(-c2ccc(-c3ccccc3)nc2OC)no1	i	i	-6.1	0.5	i	i	i	-0.9	i	i	i
O=C(COC(=O)c1ccc([N+](=O)[O-])s1)Nc1ccc(Cl)cn1	i	i	1.4	0.0	i	i	i	-2.0	i	i	i
CN1CCN(/N=C/c2ccc(-c3ccc([N+](=O)[O-])cc3)o2)CC1	i	i	-0.2	3.5	16.2*	i	i	-0.7	i	31.5*	i
Cc1ccc(NC(=O)CN2CCc3ccccc3C2)cc1S(=O)(=O)N1CCOCC1	i	-9*	-0.6	-0.2	i	i	i	26.7	i	i	i
CCn1c(=O)c(C(=O)Nc2ccccc2)c(O)c2ccccc21	i	i	-3.4	-8.1	i	i	i	1.8	i	i	i
Cc1cccc(NC(=O)CSc2nnnn2C2CCCC2)c1	i	i	4.3	0.4	i	.	i	6.1	.	.	i
Cc1c(CCOC(=O)CC23CC4CC(CC(C)(C4)C2)C3)sc[n+]1Cc1ccc([N+](=O)[O-])cc1	-5.88*	i	-13.7	0.6	i	i	i	16.1	i	i	i
O=C(CC(=O)NC1CCCCC1)N/N=C/c1ccc(Cl)cc1	i	i	-3.3	-0.2	i	i	i	0.5	i	i	i
CC1CCC(NC(=O)c2cccc(S(=O)(=O)N3CCN(C)CC3)c2)CC1 (centres undefined)	i	i	1.9	0.2	i	i	i	-3.6	i	i	i
O=C(CCSc1ccccc1)N1CCN(C(=O)c2ccco2)CC1	i	i	3.9	1.2	i	i	i	-5.5	i	i	i
Cc1ccnc(NC(=O)CN2C(=O)c3ccccc3S2(=O)=O)c1	i	i	21.8	0.2	i	i	i	-2.6	i	i	i
COc1ccc2oc(C(=O)OCC(=O)N(C)C3CCCCC3)c(C)c2c1	i	i	-8.9	0.3	i	i	i	1.1	i	i	i
CC(C)(C)NC(=O)C(c1ccco1)N(C(=O)Cn1nnc(-c2ccc(F)cc2)n1)c1cccc(F)c1 (centres undefined)	i	i	-4.8	-0.3	i	i	i	0.7	i	i	i
COc1ccc(Br)cc1-c1noc(-c2ccccc2)n1	i	i	7.8	0.7	i	i	i	3.9	i	i	i
The list goes on.
SMILES	TRPC6 inhibitor	TRPC4 inh	Platelet DG rel	HIF activator	TRPC6 act	MrgX1 PAM	RGS4 block	SKKanGAS inh	MrgX1 antag	MrgX1 ag	RGS4 act
CCOC(=O)c1c(C)c(C(=O)NCCN2CCOCC2)c(C)n1CC	i	i	-3.4	0.4	i	i	i	0.9	i	i	i
CC(=O)Nc1ccc2c(c1)N(S(=O)(=O)c1cccs1)CCC2	i	i	4.4	-0.4	i	i	i	36.4	i	i	i
CC(C(=O)Nc1ncc([N+](=O)[O-])s1)N1C(=O)c2ccccc2S1(=O)=O (centres undefined)	i	i	-3.4	-0.2	i	i	i	3.6	i	i	i
O=C(/C=C/c1ccco1)Nc1ccc(-c2nc3ccccc3[nH]2)cc1	i	i	-0.8	2.5	i	i	i	1.3	i	i	i
CCCNC(=O)c1onc(CSc2ccc(Cl)cc2)c1C(=O)NC(C)C	i	i	-0.3	0.2	i	i	i	-1.9	i	i	i
C=CCN1C(=O)/C(=C2/Sc3ccccc3N2C)SC1=Nc1ccccc1C	i	i	11.3	0.5	i	i	i	-0.5	i	i	i
COC(=O)c1ccccc1NC(=O)c1onc(C)c1Cl	i	i	0.8	-2.7	i	.	i	-3.5	.	.	i
Cc1ccc(CCNC(=O)c2ccc3nc4ccc(Cl)cc4c(=O)n3c2)cc1	i	i	-2.6	0.7	i	i	i	11.9	i	i	i
